From PubChem BioAssay
PrPC surface inh = reduces human prion protein on the cell surface | P04156 | cell surface PrPC, TR-FRET read-out | inhibition, % at 13.8 µM | 370,000 tested, 0.43% active; in the data active = inhibition above about 24%; also: 0% = median of the test wells and 100% = reference compound wells
Mtb FBA inh = inhibits M. tuberculosis FBA enzyme; P9WQA3; purified M. tuberculosis FBA, fluorescence read-out; inhibition, % at 1 µM; 360,000 tested, 2.3% active; AID 588726; in the data active = inhibition above about 27%;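 also: 0% = vehicle and 100% = reference inhibitor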
Target sequence (P9WQA3 whole entry, looked up): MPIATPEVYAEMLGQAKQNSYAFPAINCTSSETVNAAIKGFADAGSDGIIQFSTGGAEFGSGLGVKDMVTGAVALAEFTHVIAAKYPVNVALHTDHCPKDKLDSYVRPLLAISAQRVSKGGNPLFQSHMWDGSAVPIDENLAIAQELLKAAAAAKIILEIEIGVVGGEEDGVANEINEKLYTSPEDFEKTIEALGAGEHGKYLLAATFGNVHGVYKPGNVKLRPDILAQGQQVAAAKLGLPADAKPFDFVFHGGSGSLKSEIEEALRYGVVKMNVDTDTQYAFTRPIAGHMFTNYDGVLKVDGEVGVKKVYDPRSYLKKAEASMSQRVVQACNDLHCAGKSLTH
Mtb UGM inh = blocks M. tuberculosis UGM enzyme. inhibition, % at 10 µM. 320,000 tested, 0.06% active. P9WIQ1. purified UGM, fluorescence polarization probe displacement; in the data active = inhibition above about 10%, passing the limit was not always enough; inconclusive = no clear call, values can overlap the other calls
BoNT-F LC inh = inhibitors of Botulinum neurotoxin F light chain protease; Multiplex microsphere protease cleavage assay, flow cytometry; inhibition, % at 10 µM; 360,000 tested, 0.22% active; AID 588497; in the data active = inhibition above about 35%, passing the limit was not always enough; inconclusive = no clear call, values can overlap the other calls; also: plate controls were buffer without enzyme for full effect and enzyme alone for no effect
GDH-TPI inh = GDH-TPI coupled enzyme inhibition counter-screen | GDH-TPI coupled enzyme counterscreen, NADH absorbance | inhibition, % at 4.8 µM | 360,000 tested, 1.2% active; in the data active = inhibition above about 30%;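 also: 0% = DMSO wells and 100% = wells lacking the enzyme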
BioA inh = blocks M. tuberculosis BioA enzyme activity; purified M. tuberculosis BioA enzyme, plate reader; 360,000 tested, 0.096% active; inhibition, % at 9.99 µM; in the data active = inhibition above about 40%; inconclusive = no clear call, values can overlap the other calls
FadD28 binding = blocks FadD28 binding to the bisubstrate probe | fluorescence polarization | inhibition, % at 12.5 µM | 360,000 tested, 0.22% active; in the data active = inhibition above about 8.5%, passing the limit was not always enough; inconclusive = no clear call, values can overlap the other calls
Rv3671c protease = inhibits the M. tuberculosis serine protease Rv3671c. 320,000 tested, 0.048% active. inhibition, % at 5.96 µM. P9WHR9. AID 2606; in the data active = inhibition above about 38%;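 also: extracellular domain of Rv3671c used as enzyme; 0% = enzyme with DMSO and 100% = no enzyme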
Target sequence (P9WHR9 whole entry, looked up, the tested form may be a part): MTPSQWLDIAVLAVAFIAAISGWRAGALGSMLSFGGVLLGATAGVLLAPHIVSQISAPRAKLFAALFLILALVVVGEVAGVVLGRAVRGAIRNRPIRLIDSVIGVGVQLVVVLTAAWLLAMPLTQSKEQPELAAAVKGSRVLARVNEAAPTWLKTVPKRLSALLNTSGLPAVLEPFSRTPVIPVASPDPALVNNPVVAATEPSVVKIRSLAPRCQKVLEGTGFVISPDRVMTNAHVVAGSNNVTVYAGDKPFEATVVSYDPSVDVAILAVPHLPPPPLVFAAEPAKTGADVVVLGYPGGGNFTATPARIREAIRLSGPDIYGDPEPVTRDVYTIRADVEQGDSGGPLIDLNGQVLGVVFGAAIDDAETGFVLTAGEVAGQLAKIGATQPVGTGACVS
MazF activator = activators of E. coli MazEF toxin-antitoxin RNase; 350,000 tested, 0.32% active; FAM/BHQ RNA-DNA oligo cleavage fluorescence, 5 h; P0AE70; activation, % at 20 µM; in the data active = activation above about 50%
Target sequence (P0AE70 whole entry, looked up): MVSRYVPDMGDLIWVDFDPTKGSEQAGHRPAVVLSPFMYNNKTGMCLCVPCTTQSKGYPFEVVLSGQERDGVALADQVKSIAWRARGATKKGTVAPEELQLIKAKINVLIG
The depositor's hits bear a star; ? = inconclusive; . = no result given; + = active, no number. The order is random; about 4.8% have a hit in one of these screens.

Start of the data: the first 3 entries, to show the layout:
SMILES	PrPC surface inh	Mtb FBA inh	Mtb UGM inh	BoNT-F LC inh	GDH-TPI inh	BioA inh	FadD28 binding	Rv3671c protease	MazF activator
O=C(Cn1cnc2cc([N+](=O)[O-])ccc2c1=O)NCCc1ccc(F)cc1	-45	4	0.9	-3	9	-1.9	-2.2	8	5
Cc1nnc(NC(=O)CSc2nnc(-c3ccco3)n2C(C)C)s1	-1	0	5.8	6	-9	-0.5	-4.0	5	2
Cc1ccc(S(=O)(=O)Nc2ccccc2F)cc1C(=O)OC(C)C(=O)N1CCOCC1 (stereo not given)	-3	3	-1.9	-15	8	.	-1.6	5	0

This part in full (from the top)
SMILES	PrPC surface inh	Mtb FBA inh	Mtb UGM inh	BoNT-F LC inh	GDH-TPI inh	BioA inh	FadD28 binding	Rv3671c protease	MazF activator
O=C(Cn1cnc2cc([N+](=O)[O-])ccc2c1=O)NCCc1ccc(F)cc1	-45	4	0.9	-3	9	-1.9	-2.2	8	5
Cc1nnc(NC(=O)CSc2nnc(-c3ccco3)n2C(C)C)s1	-1	0	5.8	6	-9	-0.5	-4.0	5	2
Cc1ccc(S(=O)(=O)Nc2ccccc2F)cc1C(=O)OC(C)C(=O)N1CCOCC1 (stereo not given)	-3	3	-1.9	-15	8	.	-1.6	5	0
COC(=O)c1cccnc1NC(=S)NC1CCCCC1	3	1	0.9	-13	9	.	-3.3	5	-13
NCCc1ccc(O)c(O)c1	-5	2	-0.9	1	5	-0.8	-0.9	14	-3
CCCc1n(CC(O)COCC2CC=CCC2)c2ccccc2[n+]1C (stereo not given)	-4	-3	1.4	-6	-2	0.9	0.1	-2	1
CCOC(=O)/C=C1\CN(Cc2cc(OC)c(OC)c(OC)c2)S(=O)(=O)c2ccc(C(F)(F)F)cc21	6	1	2.6	-4	4	-2.8	-0.3	2	-21
O=C(Nc1ncccc1O)c1ccc(S(=O)(=O)N2CCCCCC2)cc1	5	-3	-1.7	.	-1	0.1	-2.5	-7	-5
CSCCC(=O)N(C)CC1CCN(CCc2cccc(C(F)(F)F)c2)CC1	-12	1	-0.5	?	21	-1.7	-0.9	5	-4
Cc1nc2cc(C(=O)OCC(=O)NC(C)C(C)C)ccc2n1-c1ccccc1 (stereo not given)	3	1	1.0	0	-2	3.8	-0.4	-2	4
Cc1cc(F)c(F)c(C(=O)N2CCCCC2C)c1Cl (stereo not given)	6	-1	-0.1	-5	1	-0.1	-1.8	-7	0
O=C(COc1ccc(Cl)cc1)NCC(=O)N/N=C/c1cccs1	-4	2	2.1	-2	2	.	-1.1	7	-1
CCOC(=O)N1CCN(C(=O)C(CC)c2ccccc2)CC1 (stereo not given)	-2	1	0.5	9	-4	1.1	1.1	0	1
Cc1nc(NC(=O)c2ccccc2)sc1-c1csc(NCc2ccccc2)n1	3	2	-0.3	3	1	-1.1	-4.7	-13	15
COc1ccccc1[C@@H]1C(c2cccc(C)c2)=NN(c2ccccc2)[C@H]1C(=O)N1CCOC1=O	9	12	-1.9	-2	-7	-1.2	?	-7	1
Cc1cc(C)c(C(=O)N2CCCC(C(=O)c3cc(F)ccc3F)C2)o1 (stereo not given)	-6	0	-1.2	-1	-3	.	-3.5	3	-2
CCOC(=O)c1sc(NC(=O)c2ccco2)nc1C	0	0	-0.2	-2	15	.	0.2	-2	3
COC(=O)C1=C(CS(=O)(=O)c2ccc(OC)c(OC)c2)NC(=O)NC1c1ccc(O)c(OC)c1 (stereo not given)	1	-3	1.0	-2	-3	-0.2	-4.6	-1	4
COc1ccccc1CN1CCN(Cc2nc(Cc3ccccc3)no2)CC1	0	-4	2.3	0	10	.	-1.0	-6	-28
O=C(Nc1ccc(Cl)cc1F)c1ccccc1Br	4	0	-1.3	-5	2	.	-1.2	10	2
CCn1c(=O)c(C(=O)CN2CCc3ccccc32)c(N)n(Cc2ccccc2)c1=O	7	2	-2.5	-2	3	.	-2.0	-21	6
CC(=O)NC(CC(=O)OCC(=O)c1ccc(NC(=O)CC(C)C)cc1)c1ccccc1 (stereo not given)	2	0	1.5	-3	0	-2.3	-0.7	-2	-15
CCN(CC)c1ccc(C(=S)NCc2ccccc2)cc1	-3	2	0.6	-3	17	.	1.9	5	-1
CCN1CCN(CCNC(=O)c2ccc(/C=C3/Sc4ccccc4N(Cc4ccccc4C)C3=O)cc2)CC1	-17	2	.	-6	1	1.6	-10	.	-26
CCOC(=O)N1CCN(C(=O)c2c(O)c3cccc4c3n(c2=O)CC4)CC1	1	1	-0.2	7	6	-0.1	-0.7	-4	1
CNC(=O)CSc1nnc(-c2ccncc2)n1Cc1ccccc1	-1	-2	-1.8	1	12	.	0.9	1	8
CCOc1ccc2nc(SCC3CC3(Cl)Cl)[nH]c2c1 (stereo not given)	15	-2	-0.2	.	5	.	-3.2	-6	-2
CC(NC(=O)c1cc(Br)cs1)C1CCCO1 (stereo not given)	-3	0	-0.1	-21	-2	-2.5	2.8	5	1
CC(=O)N1CCc2cc3nc(C)cc(C)c3cc21	-2	18	-1.1	-5	8	.	-5.0	-4	-8
Cc1ccc(S(=O)(=O)NCC(=O)N2CCCC2)cc1	-3	0	-1.7	-2	6	-1.4	-1.4	2	-17
O=C(Cc1ccccc1)Nc1cccc(C(=O)O)c1O	-2	76*	1.0	-1	5	.	-1.7	-10	2
O=C(NCc1ccccc1)Nc1cccn(Cc2cccc(F)c2)c1=O	16	11	0.5	0	-8	.	-4.4	5	4
O=C(NC(=S)NCc1ccccc1)c1ccccc1[N+](=O)[O-]	-10	-1	1.1	-1	-2	.	-4.5	-7	9
Cc1cccn2c(=O)c3cc(C(=O)NCc4cccnc4)c(=N)n(CC4CCCO4)c3nc12 (stereo not given)	-52	+	3.1	1	6	1.7	1.3	1	10
COc1cc2[nH]c(C(=O)N3CCN(c4ccccc4F)CC3)cc2c(OC)c1OC	-4	44*	-1.6	-12	11	0.7	0.2	-3	-8
Cc1ccc(/C=N/OC(=O)c2c(C)noc2-c2snnc2C)cc1	-6	-1	-0.3	?	-2	.	0.4	9	-10
CCN(CC)CCn1c2ccccc2c(=O)c2c(O)ccc(O)c21	-31	-4	.	-63	20	.	-1.1	.	19
C=C(C)c1cccc(C(C)(C)NC(=O)N(C)C2CCN(C)CC2)c1	5	3	.	-6	8	-0.6	-1.4	.	-9
CN1CCN(c2ccccc2NC(=O)c2ccc(-c3cccc(Cl)c3)o2)CC1	-2	5	-0.1	-12	10	-1.9	-4.8	-7	4
Clc1ccc(Nc2ccc(NCc3ccccc3)nn2)cc1	3	0	3.8	4	10	.	-4.5	1	8
COc1ccc(S(=O)(=O)Nc2ccc(S(=O)(=O)N3CCCCC3)cc2)cc1C	-4	1	.	-2	-2	0.6	-1.5	-6	3
O=C(Oc1ccccc1C(=S)N1CCCCC1)c1cc([N+](=O)[O-])cc([N+](=O)[O-])c1	-52	-2	-0.4	-5	4	0.5	-0.3	1	-4
COc1cc2c(cc1OC)C(c1cc(Br)ccc1F)N(C(=O)CCl)CC2 (stereo not given)	8	-1	0.8	?	-2	1.4	-2.3	-7	11
COc1ccc(N2CCC(N3CCN(C)C(CCO)C3)CC2)cc1 (stereo not given)	3	1	0.4	?	7	5.9	-0.9	-1	6
COc1ccc(NC(=S)Nc2ccccc2Cl)cn1	7	1	6.8	-1	-3	-0.1	-2.1	-8	2

Laid out differently: entries from further up
Under each structure – PrPC surface inh | Mtb FBA inh | Mtb UGM inh | BoNT-F LC inh | GDH-TPI inh | BioA inh | FadD28 binding | Rv3671c protease | MazF activator
> COc1cc2[nH]c(C(=O)N3CCN(c4ccccc4F)CC3)cc2c(OC)c1OC
→ -4 | 44* | -1.6 | -12 | 11 | 0.7 | 0.2 | -3 | -8
> Cc1ccc(/C=N/OC(=O)c2c(C)noc2-c2snnc2C)cc1
→ -6 | -1 | -0.3 | ? | -2 | . | 0.4 | 9 | -10

Following part:
SMILES	PrPC surface inh	Mtb FBA inh	Mtb UGM inh	BoNT-F LC inh	GDH-TPI inh	BioA inh	FadD28 binding	Rv3671c protease	MazF activator
COc1cc(N(C)C)c([N+](=O)[O-])cc1C(=O)NC(C)CNc1ccc([N+](=O)[O-])cc1Cl (stereo not given)	-7	2	4.0	-9	5	.	0.4	2	-3
CCOC(=O)c1cc(C)n(CCc2cnc[nH]2)c1C	6	1	1.4	-10	5	-0.5	-0.8	-8	6
Cc1ccc(NC(=O)C(C)Sc2nnc(C)n2CC2CCCO2)cc1 (stereo not given)	-5	1	.	6	-8	-1.6	-4.8	.	12
COc1ccc(N(CC(=O)Nc2ccc3c(c2)OCCO3)S(=O)(=O)c2cccc(C)c2)cc1	5	5	.	3	-5	-2.0	2.0	.	-1
Cc1nnc(SCc2nnc(-c3cccs3)o2)s1	3	0	-3.3	1	-9	3.0	-4.4	-11	4
CCCCCCC(O)(c1ccccc1)C(CN1CCOCC1)c1ccccc1 (stereo not given)	-1	-1	-6.7	-15	9	-0.1	-0.7	.	-5
C=CCN(CC=C)C(=O)C1CC(=O)N(c2ccc(Br)cc2)C1 (stereo not given)	1	3	-2.5	-3	-6	4.3	-2.5	4	-7
NC(=O)C1CC(=O)N(c2ccc(OCc3ccc(Cl)cc3)cc2)C1 (stereo not given)	3	9	-0.2	-10	-1	-0.3	0.8	8	-3
Cc1cc(=O)n(C)c(=O)n1CCCCCCN1CCCC1	-5	3	5.5	12	6	-1.1	-0.8	-1	4
CCC(c1nnnn1Cc1ccco1)N(Cc1ccccc1OC)Cc1cc2cc(C)ccc2[nH]c1=O (stereo not given)	2	3	-3.0	-2	13	-1.4	2.0	7	-2
COc1ccccc1C(CNC(=O)c1oc2ccccc2c1C)N1CCCC1 (stereo not given)	1	2	0.5	3	-3	-2.8	-2.8	-8	7
CC(=O)C1=NN(c2ccccc2)C2(S1)S/C(=C\c1ccccc1)C(=O)N2c1ccccc1 (stereo not given)	-1	0	-1.7	-1	26	-1.1	-1.1	-8	-2
Cc1ccc(Nc2nc(N)nc(CSc3ncccn3)n2)cc1	-2	0	-0.4	-14	6	-0.3	-1.4	0	4
CN(C)S(=O)(=O)c1cccc(NC(=O)CSc2nc3c(cc2C#N)C(=O)CC(C)(C)C3)c1	-11	-5	0.3	-5	11	.	-2.6	1	0
CCOc1ccc(N(CC(=O)NCCSc2ccccn2)S(=O)(=O)c2ccc(Cl)cc2)cc1	0	-1	0.8	-3	6	-3.5	-0.9	-8	-22
O=C1CCCN1CC#CCN1CCCC1	-2	-2	-2.1	-9	-2	0.7	-1.6	-6	-1
N#C/C(=C1/CCCCCN1)c1nc2ccccc2[nH]1	4	-3	-2.1	4	39*	-1.3	-2.6	13	-6
CC1=C(/C=N/Nc2ccc([N+](=O)[O-])cc2[N+](=O)[O-])C(C)(C)CCC1	-7	-1	-3.8	-7	14	-0.8	-0.2	6	14
Cc1cc(SCc2ccc(Cl)c(Cl)c2)nc(=O)[nH]1	9	-2	-0.3	-3	-4	3.4	-2.8	-2	1
CCN(Cc1ccccc1)C(=O)c1cc(S(=O)(=O)N2CCOCC2)ccc1N1CCCC1	0	5	0.5	.	4	1.5	1.4	1	-2
CC1CCN(S(=O)(=O)c2ccc3c(c2)CCN3C(=O)C2CCC2)CC1	-4	0	-2.1	?	6	-3.3	1.4	-9	2
CCN(CC)CCn1c(/N=C/c2cc(Br)ccc2O)nc2ccccc21	-5	1	0.8	-1	-7	-1.4	-3.8	13	2
Cc1cccc(C(=O)NNC(=S)NC(=O)c2cccs2)c1	-2	6	1.5	-17	15	-2.6	2.9	6	2
O=C1NC(=S)NC(=O)C1C/C=C/c1ccccc1	-4	0	0.6	-4	5	.	-4.1	1	-2
COc1ccc(S(=O)(=O)c2ccc(OC)c(OC)c2)cc1OC	-6	4	-1.2	-10	-8	0.9	-1.3	3	-4
C/C=C(\C)C(=O)OC1c2c(ccc3ccc(=O)oc23)OC(C)(C)C1OC(C)=O (stereo not given)	-4	9	1.3	13	19	13	-4.0	-5	3
CC(C)Nc1nc(Cl)nc(NC2CCCCC2)n1	8	2	-0.9	?	13	-1.1	1.6	0	1
CCCCCCn1nc(C(=O)N(CCOC)c2c(N)n(CCCC)c(=O)[nH]c2=O)c2ccccc2c1=O	0	1	0.4	8	-2	-0.9	-0.4	-14	-2
COc1ccc2c(c1)CCc1c(C(=O)N3CCCC3)noc1-2	-4	1	-2.2	-3	1	0.1	-2.4	-11	-10
